Source: PubChem (National Center for Advancing Translational Sciences (NCATS))
DT40 TDP1 CPT: DT40-hTDP1 cell growth loss with CPT; chicken DT40 Tdp1-/-;hTDP1 cells + 20 nM CPT, ATP luminescence, 48 h; Potency, µM (series often up to 46.2 µM), inactives show at the top dose activity change, negative = growth inhibition, actives largely listed as inhibitors; 12% of 420,000 active; AID 686979; note: nearly all actives have a fitted effect of over 55% in size
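Chicken DT40 Tdp1-/- cells complemented with human TDP1, 400 cells/well, exposed to compounds plus 20 nM camptothecin for at least 48 h at 37 C; viability read as ATP content by CellTiter-Glo luminescence.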
TDP1 block: TDP1 (human) enzyme inhibition; Q9NUW8; Potency, µM (doses to about 130 µM), for inactives: at the highest dose activity change, negative = inhibition, hits mostly inhibitors; recombinant TDP1, AlphaScreen DNA substrate cleavage; 0.28% of 350,000 active; note: nearly all actives have a fitted effect of over 40% in size
Target sequence (Q9NUW8 whole entry, looked up): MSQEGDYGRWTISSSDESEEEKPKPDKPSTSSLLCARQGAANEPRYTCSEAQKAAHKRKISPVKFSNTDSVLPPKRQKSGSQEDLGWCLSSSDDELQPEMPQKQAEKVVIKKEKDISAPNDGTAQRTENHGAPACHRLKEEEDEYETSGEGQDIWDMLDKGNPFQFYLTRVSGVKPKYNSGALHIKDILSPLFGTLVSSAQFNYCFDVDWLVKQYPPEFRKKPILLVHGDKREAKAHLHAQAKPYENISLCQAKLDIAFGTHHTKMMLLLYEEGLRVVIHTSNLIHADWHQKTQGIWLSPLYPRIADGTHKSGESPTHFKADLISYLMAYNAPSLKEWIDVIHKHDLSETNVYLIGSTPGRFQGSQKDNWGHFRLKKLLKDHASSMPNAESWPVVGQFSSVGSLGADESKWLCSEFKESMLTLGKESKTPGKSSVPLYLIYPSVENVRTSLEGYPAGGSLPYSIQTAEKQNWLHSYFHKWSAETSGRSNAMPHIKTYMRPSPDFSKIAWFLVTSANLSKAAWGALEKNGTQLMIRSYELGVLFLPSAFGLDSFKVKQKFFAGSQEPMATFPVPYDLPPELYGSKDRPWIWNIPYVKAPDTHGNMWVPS
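Recombinant human Tdp1 (E. coli-expressed, 1 nM final) preincubated with compounds 15 min at room temperature, then 5'-biotin/3'-phosphotyrosine-FITC DNA substrate (15 nM final) added for 5 min. AlphaScreen beads (10 ug/ml final) added 10 min; cleavage lowers signal.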
TDP1 cell noCPT: qHTS for Inhibitors of human tyrosyl-DNA phosphodiesterase 1 (TDP1): qHTS in cells in absence of CPT. Potency, µM (doses to about 46.2 µM), without a hit: at the top dose activity change, negative = growth inhibition, most hits filed as inhibitors. DT40 Tdp1-/- hTDP1 cells, no CPT, ATP luminescence, 48 h. AID 686978, 2013. 15% of 420,000 active; note: nearly all actives have a fitted effect of over 55% in size
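Chicken DT40 Tdp1-/- cells complemented with human TDP1, screened without camptothecin (DMSO vehicle only), 400 cells/well. Compounds pin-transferred, cells incubated at 37 °C for at least 48 hr. Growth read as ATP-dependent luminescence (CellTiter-Glo, 30 min at RT).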
The depositor's hits bear a star; u = inconclusive; x = not tested or not shown; & = joins results of further samples; [ ] = dose if it differs, or a comment. Calls come from the whole dose curve; as a rule, active = well fitted curve in the direction sought with a large enough effect; inconclusive = small, poorly fitted or top-dose-only effect, or another doubt; inactive = no such curve, though single readings can be large; an effect the other way counts as inactive or inconclusive. % is set by controls: 0 for no effect and ±100 for the full control effect; potency is the fitted concentration of half-maximal effect.

SMILES | DT40 TDP1 CPT | TDP1 block | TDP1 cell noCPT
O=C(CCCc1nc2ccccc2s1)NC(c1ccccc1)c1ccccc1 | -27.9% | 1.1% | u
CC(=O)c1nc(N2C(=O)CC(Cc3ccc(C)cc3)C2=O)sc1C (centres undefined) | -3.9% | 0.6% | -8.6%
Cc1ccc(S(=O)(=O)N2CCN(c3ccccc3)CC2)cc1C(N)=O | -21.7% | -2.7% | -15.4%
CC(C)C1C(C#N)=C(N)Oc2n[nH]c(-c3cccs3)c21 (centres undefined) | 2.6% | 2.1% | 7.4%
Cc1ccn2c(-c3n[nH]c(=S)n3C)c(C)nc2c1 | 4.2% | 0.0% | 4.1%
S=C(Nc1ccc(Cl)cc1)c1nc2ccccc2s1 | u | 7.8% | 14.6µM*
COc1ccccc1NC(=O)c1ccc2c(c1)nnn2C | -1.7% | -2.5% | -3.7%
OCCC1CN(Cc2ccsc2)CCN1C1CCCC1 (centres undefined) | 10.0% | -6.1% | 13.4%
O=C(NCc1cccs1)c1nn(-c2ccccc2F)nc1CO | -19.6% | 7.0% | -26.0%
O=C(c1ccc(-n2cnnn2)cc1)N1CCOCC1 | -8.2% | 8.0% | -2.0%
CC(=O)NC(Cc1ccccc1C)C(=O)NC1CCN(c2nnnn2-c2ccccc2)CC1 (centres undefined) | -14.9% | x | u
C/C(=N/NC(=O)CC(=O)N/N=C(\C)c1ccc([N+](=O)[O-])cc1)c1ccc([N+](=O)[O-])cc1 | -0.4% | 3.1% | -27.2%
COc1cc(OC)c(C(=O)N2CCN(c3ccccn3)CC2)cc1OC | -7.1% | 1.7% | 4.8%
Cc1ccc(C(=O)NCC(c2ccc3c(c2)OCO3)N2CCN(C)CC2)cc1C (centres undefined) | -4.4% | -4.4% | -29.5%
O=C(c1ccc(C(F)(F)F)cc1)C1CCCN(C(=O)CN2CCCC2=O)C1 (centres undefined) | 8.7% | -2.8% | -17.7%
Cc1nc(NC(=O)C23CCC(C)(C(=O)O2)C3(C)C)sc1C (centres undefined) | -1.8% | 2.2% | -3.5%
COc1ccc(N(CC(=O)NCCSCc2ccccc2C)S(=O)(=O)c2ccccc2)cc1 | 16.4µM* | 2.5% | 16.4µM*
CCn1c(CC2C(=O)N(C)c3ccccc32)nc2ccccc2c1=O (centres undefined) | 2.9% | 2.3% | -13.0%
NS(=O)(=O)c1ccccc1NC(=O)c1c(O)c2ccccc2[nH]c1=O | -1.4% | x | -24.1%
CCOc1cc(/C=C2\COc3ccccc3C2=O)cc(Br)c1OCC(=O)N(C)C | 3.66µM* | 11.7% | 4.61µM*
Cn1cc(/C=C2\SC(=S)N(N3CCOCC3)C2=O)c2ccccc21 | 13.3% | 3.7% | 1.3%
N#Cc1c[nH]n2c(NC3CCCC3)c(-c3ccc(Cl)cc3)nc12 | u | 11.4% | 16.4µM*
COC(=O)c1ccc2nc(-c3ccc(OC)c(OC)c3)c(Cc3ccc(OC)cc3C)n2c1 | u | x | 25.9µM*
Cc1ccc(NS(=O)(=O)c2cc(C(=O)Nc3cccnc3)ccc2C)cc1 | 0.4% | 5.4% | u
S=C(Nc1ccc(Br)cc1)Nc1ccc2c(c1)OCCO2 | -27.4% | 6.3%[56.1 µM] | -17.2%
COc1ccc(N2C(=O)NC(NS(=O)(=O)c3ccc(NC(C)=O)cc3)(C(F)(F)F)C2=O)cc1 (centres undefined) | -15.0%&-7.4% | 4.8%[56.1 µM] | 1.7%&4.4%
CN(CC(=O)N(C)CC(=O)Nc1c(Cl)cccc1Cl)Cc1ccc(Br)s1 | -27.7% | 1.2% | u
CC(CN1CCOCC1)OC(=O)c1ccc(C(C)(C)C)cc1 (centres undefined) | u | x | u
O=C(NCCCn1ccnc1)c1cc(C(=O)C2CC2)c[nH]1 | -1.9% | 4.2% | -3.3%
Cc1cc(C)c2c(=O)cc(C(=O)Nc3nc4ccc(F)cc4s3)oc2c1 | -3.7% | -7.4% | -24.9%

Five entries from above, in markdown:
| Compound | DT40 TDP1 CPT | TDP1 block | TDP1 cell noCPT |
| --- | --- | --- | --- |
| Cn1cc(/C=C2\SC(=S)N(N3CCOCC3)C2=O)c2ccccc21 | 13.3% | 3.7% | 1.3% |
| N#Cc1c[nH]n2c(NC3CCCC3)c(-c3ccc(Cl)cc3)nc12 | u | 11.4% | 16.4µM* |
| COC(=O)c1ccc2nc(-c3ccc(OC)c(OC)c3)c(Cc3ccc(OC)cc3C)n2c1 | u | x | 25.9µM* |
| Cc1ccc(NS(=O)(=O)c2cc(C(=O)Nc3cccnc3)ccc2C)cc1 | 0.4% | 5.4% | u |
| S=C(Nc1ccc(Br)cc1)Nc1ccc2c(c1)OCCO2 | -27.4% | 6.3%[56.1 µM] | -17.2% |

Remaining list, next part
SMILES | DT40 TDP1 CPT | TDP1 block | TDP1 cell noCPT
COc1cc2c(cc1OC)CN(C(=O)CCNS(=O)(=O)c1ccccc1F)CC2 | 6.1% | 1.5% | u
CSc1nc(C)cc(OCCNS(=O)(=O)c2cc(C)ccc2C)n1 | -8.7% | 3.3% | -15.6%
O=C1CSC(c2cccc([N+](=O)[O-])c2)N1c1ccccc1F (centres undefined) | -24.1% | -1.1% | u
O=C(Nc1ccc(Cl)c(Cl)c1)OCCNC(=O)c1ccncc1 | u | 3.0% | 23.1µM*
CC(=O)Nc1ccc(N=Cc2c(O)c(C(=O)Nc3ccccc3)cc3ccccc23)cc1 | u | -2.9% | 16.4µM*
Cc1ccc(C(C)C)c(OCC(O)CN2CC(C)OC(C)C2)c1 (centres undefined) | u | -3.9% | u
COc1ccc(C(C)(C)C)cc1NC(=O)CCN1C(=O)C2CCCCC2C1=O (centres undefined) | u | 0.1% | u
Nc1nc2nccc(-c3ccccn3)n2n1 | -2.1% | -2.9% | -0.3%
CCOc1ccc(NC(=O)CN(C)S(=O)(=O)c2ccc3[nH]c4c(c3c2)CCCC4)cc1 | u | 7.5% | u
Cc1cc(NC(=O)NC(=O)c2ccccc2NC(=O)CN)ccc1Oc1ncc(Br)cn1 | 0.82µM* | x | 0.581µM*
O=CNCCCc1nc2ccccc2n1Cc1cccc2ccccc12 | u | 5.6% | u
CSc1nc(-c2ccc(C)cc2)nc(N)c1C#N | u | 0.0% | -17.6%
Cn1c(=O)c(-c2ccc(Cl)cc2)nc2cnc(Oc3ccccc3)nc21 | 3.5% | x | -15.5%
Cc1ccccc1NC(=O)COC(=O)c1c(C)nn(-c2ccccc2)c1C | -4.7% | x | -22.5%
COC(=O)c1ccc(NC(=O)Cn2c(=O)oc3ccccc32)cc1 | -14.2% | -7.4% | -5.5%

Reformatted: 2 of the compounds above.
> Cc1ccc(C(C)C)c(OCC(O)CN2CC(C)OC(C)C2)c1 (centres undefined)
  DT40 TDP1 CPT: u; TDP1 block: -3.9%; TDP1 cell noCPT: u

> CC(=O)Nc1ccc(N=Cc2c(O)c(C(=O)Nc3ccccc3)cc3ccccc23)cc1
  DT40 TDP1 CPT: u; TDP1 block: -2.9%; TDP1 cell noCPT: 16.4µM*

(continued)
SMILES | DT40 TDP1 CPT | TDP1 block | TDP1 cell noCPT
COC(=O)C1=C(C(=O)OC)[C@@H]2N(C)c3ccc(OC)cc3[C@@]23C[C@@H](C(=O)OC)N(C(=O)COCc2ccccc2)C3=N1 | u | 10.1%[12.3 µM] | -6.9%
CCc1sc(C(=O)Nc2ccccc2N2CCOCC2)cc1C | 23.1µM* | 3.5% | u
CC(=O)NC1C(=O)Nc2c(C)cc(C)cc21 (centres undefined) | -8.7% | 7.1% | -6.5%
O=C(Nc1nc(-c2ccccn2)cs1)c1ccc(Cl)s1 | 1.03µM* | 9.8% | 0.92µM*
O=C(Nc1nccs1)C1CC(=O)N(Cc2ccco2)C1 (centres undefined) | 4.6% | 1.1% | -4.1%
O=C(c1ccc(Cl)cc1)N1N=C(c2ccccn2)CC1(O)C(F)(F)F (centres undefined) | 25.9µM* | 5.9% | 14.6µM*
Cc1cc(-c2ccccc2)nc(Cl)c1C#N | 2.4% | -5.3% | 1.9%
CCOc1ccc(OCC)c(-c2c(=O)n(OCc3ccccc3Br)c3ccccc3[n+]2[O-])c1 | 10µM* | 2.0% | 8.91µM*
O=C(CSc1nc2ccccc2[nH]1)Nc1cc(C(F)(F)F)ccc1N1CCOCC1 | u | 0.0% | u
COc1ccc(NC(=O)N2CCCC2C(=O)NCCc2ccccc2)cc1 (centres undefined) | -4.7% | x | 15.6%
CCc1ccc(CNc2ncnc3onc(-c4ccc(Cl)cc4)c23)cc1 | -17.3% | -1.3% | 16.4µM*
NS(=O)(=O)c1ccc(N/N=C/c2ccc[nH]2)c([N+](=O)[O-])c1 | u | 8.7% | u
COc1ccc(CNC(=O)c2ccc3nc(C(C)C)oc3c2)cc1OC | 23.1µM* | 1.8% | u
NC(=S)c1c(Cl)cc(C(F)(F)F)cc1Cl | 1.6% | 0.0% | -0.6%
Cn1c(=O)n(C)c2cc(S(=O)(=O)N3CCN(c4ccccc4)CC3)ccc21 | -10.1% | 0.0% | -22.3%
CCOC(=O)c1c(C)nc2sc3c(c2c1-c1ccc(OC)cc1)NC(c1ccc(OC)cc1)NC3=O (centres undefined) | u | 1.9% | 13µM*
CCCCn1c(N)c(N(CC)C(=O)c2ccc(Cl)c([N+](=O)[O-])c2)c(=O)[nH]c1=O | -2.0% | -6.3% | 1.0%
CCOc1c(C)cc(S(=O)(=O)NCc2ccccn2)c(C)c1C | -1.0% | x | -0.5%
O=C(Nc1ccon1)Nc1ccccc1C(F)(F)F | -10.9% | 6.7%[56.1 µM] | 27.6%
CCC(C)NCCCCOc1ccc(Cl)cc1C (centres undefined) | u | 5.8% | 20.6µM*
Cc1ccc(/C=C/C(=O)Nc2sc3c(c2C#N)CCCC3)o1 | u | 0.0% | u
CC(=O)Nc1ccc(C(=O)OCCc2ccccc2)cc1 | 1.6% | 1.1% | -14.8%
NS(=O)(=O)c1ccc(NC(=O)CSc2nc3ccccc3n2-c2ccccc2)cc1 | u | 7.9% | u
Cc1cc(C)n2c(Nc3c(C)cccc3C)c(-c3ccsc3)nc2n1 | u | 2.1%[12.3 µM] | -19.9%
Clc1ccc(-n2c(SCc3nc4ccccc4[nH]3)nnc2-c2ccncc2)cc1 | -11.4% | 4.8% | -5.1%
Cn1c(=O)c2cc(S(=O)(=O)NC(Cc3ccccc3)C(=O)Nc3ccc(F)cc3)ccc2n(C)c1=O (centres undefined) | u | 3.5% | u
COc1ccc(NS(=O)(=O)c2cc(OC)ccc2NC(=O)c2cc(C)oc2C)cc1 | 5.17µM* | 2.1% | 2.59µM*
O=C(Nc1ccc(Cl)cc1)Nc1nnc(Cc2ccc([N+](=O)[O-])cc2)s1 | -6.8% | 2.6% | 7.5%
CCn1ncc(Br)c1C(=O)Nc1cccc(C(C)=O)c1 | -12.0% | x | -23.8%
COc1ccc(NS(=O)(=O)c2cccc(C(=O)NCc3ccccc3CN3CCOCC3)c2)cc1 | -29.7% | x | u
CCN1C(=O)[C@H]2[C@H]3CN=C(SCc4ccc(C)cc4)N3[C@@](CC)(C(=O)OC)[C@H]2C1=O | u | -2.2%[56.1 µM] | u
O=C(CN1C(=O)/C(=C/c2cccc(Cl)c2)SC1=S)NC1C=CS(=O)(=O)C1 (centres undefined) | u | -0.3% | 16.4µM*
O=C(c1ccncc1)N1CCC2(CCCN(C(c3ccccc3)c3ccccc3)C2)CC1 | 16.4µM* | x | u
COC(=O)c1cc2ccsc2n1CC(=O)N1CCCc2ccccc21 | -27.8% | -4.4% | -27.5%
Cc1[nH]c2ccccc2c1SCC(=O)N1CCCc2ccccc21 | u | 8.7% | u
CCOC(=O)C1CCCN(CCC(=O)Nc2cc(C)ccc2C)C1 (centres undefined) | -8.5% | 2.5% | -25.7%
COc1ccc(NC(=O)N(Cc2cccnc2)Cc2ccccc2Cl)c(OC)c1 | 18.4µM* | x | u
COc1c(C)cccc1C(=O)NC(=S)Nc1ccc2c(c1)Cc1ccccc1-2 | -19.8% | 7.1% | -27.2%
CC(=O)Nc1ccc(NC(=O)CSc2nnc(-c3ccc(NS(C)(=O)=O)cc3)n2C)cc1C | 2.7% | 3.1% | 4.8%
COCC(C)Nc1ncnc2c1cnn2-c1cccc(Cl)c1 (centres undefined) | u | -2.6% | u
COc1ccc(CNC(=O)CN2C(=O)COc3ccc(S(=O)(=O)N4CCC(C)CC4)cc32)cc1 | 5.1%&-5.4% | 1.6%&7.7% | u
CCOc1cc(CNc2ccc(OC)cc2)cc(Br)c1OCC(=O)NC(C)(C)C | u | 8.3% | u
